# Bioassay records deposited in PubChem by several laboratories.
# sdo1 growth – compounds rescuing growth of sdo1-depleted yeast, bone marrow failure model | S. cerevisiae sdo1-depleted JHY4D growth rescue, OD600 30 h; hits give high values; pdr5 snq2 efflux-pump mutant strain | z-score at 10 µM | hit rate 0.21% among 140,000;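 active means z-score above 3 at both the 24 hr and the 30 hr optical density reads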;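 further: z-score against mean and SD of all compound wells on the same plate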
# Insulin prom inh – TRM-6 insulin promoter activity inhibition; inhibition, % at 2 µM; AID 1273; hit rate 0.9% among 130,000; TRM-6 cells (human fetal islet line), insulin promoter-eGFP reporter, imaging; reporter expression induced with tamoxifen;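 active means inhibition above the mean plus 3 SD, with well images judged a real hit on visual review, cut at about 60% in these data, passing the limit was not always enough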
# sdo1 growth Rescue 24 h – recorded beside sdo1 growth, whose call it bears; z-score; S. cerevisiae sdo1-depleted JHY4D growth rescue, OD600; measured here: growth rescue at 24 h;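 0 is the plate mean of compound wells and units are plate SD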
# * = called active by the depositor; / = not tested or not shown. Some of the compounds tested; rates above refer to the full screens.
# Every second line gives: sdo1 growth, sdo1 growth Rescue 24 h, Insulin prom inh
> CC(C)OP(C)(=O)CN1CCN(CP(C)(=O)OC(C)C)CC1 (stereo unspecified)
    0.42, 0.05, /
> Cc1ccc(F)cc1NC(=O)c1c(-c2ccccc2)noc1C
    0.2, 0, /
> Cc1ccc(-n2c(=O)cc(N3CCCCCC3)[nH]c2=O)cc1
    0.76, -0.11, /
> CC(/C=C/c1ccc2c(c1)OCO2)=N\NC(=O)COc1ccccc1C
    -0.73, 0.12, 28.6
> O=C(NC(NC(=O)c1ccccc1)c1cccc([N+](=O)[O-])c1)c1ccccc1
    0.28, -0.23, -86.7
> CCS(=O)(=O)c1c(S(=O)(=O)CC)c2ccccn2c1C(N)=O
    /, /, 0.0
> Cc1cccc(C2=N/C(=C/c3cccs3)C(=O)O2)c1
    /, /, -66.7
> COc1ccc(CCN2C(=O)C3CC=C(C)CC3C2=O)cc1OC (stereo unspecified)
    -0.31, -0.3, 28.6
> O=C(Nc1cccnc1)c1noc2c1CCCCC2
    -0.34, -0.26, -20.0
> COc1ccccc1NC(=O)CSc1nnc(Cn2nnc(-c3ccccc3)n2)n1-c1ccccc1
    -0.45, -0.43, -13.9
> CCOc1cc(N2CCOCC2)c(OCC)cc1NC(=O)COC(=O)c1cc(C)oc1C
    -0.14, -0.1, /
> O=[N+]([O-])c1ccc(Oc2ccc(-c3cnc4ccccc4n3)cc2[N+](=O)[O-])cc1
    -0.9, -0.49, -30.0
> COC(=O)Cn1c(=NC(=O)c2ccc(Cl)s2)sc2cc(F)ccc21
    -0.08, 0.65, /
> CCCN(CCC)C(C(=O)Nc1cccc(OC)c1)c1ccccc1 (stereo unspecified)
    0.22, 0.63, 35.7
> CCN(CC)c1ccc2cc(C(=O)O)c(=O)oc2c1
    0, -0.24, -9.1
> Clc1ccc(NCc2nncn2-c2ccccc2)cc1
    1.66, 1.53, /
> COc1cc2c(cc1NC(C)=O)CCCC2
    0.86, 0.94, 14.3
> CCCC1C(c2ccccc2)C(C#N)(C#N)C2(C#N)CC1(N)NC2=O (stereo unspecified)
    0.28, 0.17, /
> O=C(Nc1nc2ccccc2n1CCOc1ccc(Cl)cc1)c1ccco1
    -1.54, -1.36, /
> CC(=O)c1cccc(NC(=O)CN(c2ccccc2F)S(C)(=O)=O)c1
    -0.26, -0.64, -6.7
> CC1CCN(c2nc3ccccc3nc2C(C#N)C(=O)OC2CCCCC2)CC1 (stereo unspecified)
    -0.54, -0.46, 38.5
> Cc1ccc(C2CN(C)C3(C(=O)Nc4ccccc43)C23COc2ccccc2C3=O)cc1 (stereo unspecified)
    -1.46, -0.75, -20.0
> Cc1cccc(OC(=O)CN2C(=O)C3C4CCC(C4)C3C2=O)c1C (stereo unspecified)
    1.08, 1.35, 24.4
> Cc1cc(C(F)(F)F)nc(SCC(=O)c2cccc([N+](=O)[O-])c2)n1
    -0.54, -0.85, -17.8
> CCOc1cc(/C=C(\C#N)C(=O)Nc2ccccc2[N+](=O)[O-])ccc1OCc1cccc2ccccc12
    /, /, 45.0
> O=C1C2C3C=CC(C2C(=O)N1C1CCCCC1)C1C2C(=O)N(C4CCCCC4)C(=O)C2C31 (stereo unspecified)
    0.16, -0.07, -4.8
> O=C(CSc1nnc2scc(-c3ccccc3)n12)NCc1ccc2c(c1)OCO2
    -0.59, -0.23, -21.2
> CC1=CC2=C(OC1N(C)C)c1cccc3cccc(c13)C2=O (stereo unspecified)
    -0.55, -0.18, -12.5
> Fc1ccccc1Cn1nnc2c(-n3ccnc3)ncnc21
    0.15, -0.08, /
> Cc1ccc2nc(NC(=O)c3ccc(N4C(=O)CCC4=O)cc3)sc2c1
    /, /, 16.7
> Cc1cc(Cl)ccc1OCC(=O)NCCC(=O)O
    -0.29, -0.48, 42.9
> COc1ccc(CCNC(=O)CNS(=O)(=O)c2cccs2)cc1OC
    0.02, -0.65, 9.7
> CCOC(=O)CSC1=NC(=O)/C(=C\c2ccc(Cl)cc2)S1
    -1.82, -1.22, -13.3
> O=C(NCc1ccccn1)C(C(=O)c1ccc(F)cc1)n1ccccc1=O (stereo unspecified)
    0.96, 0.38, -1.3
> COC(=O)c1ccc(NC(=O)CN(c2ccc(OC)cc2)S(C)(=O)=O)cc1
    -0.68, -0.91, 60.0
> O=C(CN1CCOCC1)Nc1ccc(-c2nc3ccccc3[nH]2)cc1
    0.33, 0.58, 9.1
> CCOC(=O)Cc1csc(NC(=O)CCc2ccc(S(=O)(=O)N3CCOCC3)cc2)n1
    0.57, 0.74, /
> CC(C)CNC(=O)c1ccc(Cl)c(Cl)c1
    -0.53, 0.13, -20.0
> Cc1ccc(-n2c(C)nc3c(cnn3-c3ccc(F)cc3)c2=O)cc1
    -1.07, -1.2, 34.4
> Cc1cccc(NC(=O)Cn2cnc3c(oc4ccccc43)c2=O)c1
    /, /, 64.3
> Cc1ccnc(SCC(=O)Nc2sc3c(c2C#N)CCCC3)n1
    -1.16, -0.99, 21.4
> CCCCOc1ccc(/C(O)=C2/C(=O)C(=O)N(CCCOC)C2c2ccncc2)cc1C (stereo unspecified)
    0.39, -0.24, /
> CCOC(=O)CSc1nc(C)c2cc(OC)ccc2n1
    -0.02, -0.36, 26.7
> CC1=NN(C(=O)c2ccc(Br)cc2)C(O)(C(F)(F)OC(F)(F)F)C1 (stereo unspecified)
    0.81, 0.96, /
> COC(=O)c1sc(N)c(C(=O)OC)c1COC(=O)CCNS(=O)(=O)c1ccc(C)cc1
    0.84, 0.28, -33.3
> CN(C)CCOc1ncnc2c1oc1ccccc12
    0.31, -0.15, 33.3
> Cc1nc2c(oc3ccccc32)c(=O)o1
    -1.26, -0.95, 0.0
> COc1ccc(NC(=O)CN2CCN(S(=O)(=O)c3ccc(F)cc3)CC2)cc1Cl
    -0.53, -0.74, -36.4
> COc1ccccc1-n1cnnc1SCC(=O)NCc1cccs1
    0.04, -0.65, -19.2
> Cc1cc(C(=O)OCC(=O)Nc2cc(S(=O)(=O)N(C)C)ccc2C)c2ccccc2n1
    /, /, 27.8

# (next part)
smiles,sdo1 growth,sdo1 growth Rescue 24 h,Insulin prom inh
CSc1ccccc1NC(=O)C1CC(c2ccccc2O)=NO1 (stereo unspecified),-1.42,-1.56,3.5
O=C(NCCN1CCCCC1)c1ccco1,0.79,0.38,-261.1
CCCCOc1ccc(C(=O)Nc2ccc(N3CCN(C(C)=O)CC3)cc2)cc1,1.64,1.18,10.3
CCCS(=O)(=O)N1CCn2c(nc3ccccc32)C1,0.64,0.93,/
Cc1cc(C)cc(OCC(=O)NNC(=O)C2CCCO2)c1 (stereo unspecified),/,/,-14.3
COc1cc(OC)c(OC)cc1/C=N/NC(=S)NCC1CCCO1 (stereo unspecified),1.78,1.43,-29.7
Cn1c(CO)cnc1S(=O)(=O)Cc1ccc([N+](=O)[O-])cc1,0.3,-0.53,/
CN(C)S(=O)(=O)c1ccc(C(=O)OCn2nnc3ccccc3c2=O)cc1,-0.18,-0.38,/
Cc1ccc(C(=O)Cn2c(C)cc(C)c(C#N)c2=O)cc1,-0.04,-0.43,/
COc1ccc(/C=C/C(=O)Nc2nc(N)n(-c3ccccc3)n2)cc1,0.57,0.29,-103.1
CC(=O)Oc1c(Cl)cc(Cl)cc1/C=C/c1ccc2ccccc2n1,-1.29,-0.34,-17.2
Nn1c(SCC(=O)Nc2ccc3c(c2)OCCO3)nnc1C(F)(F)F,-0.36,-0.71,/
COc1ccc(NC2=CC(c3ccc(OC)c(OC)c3)N(c3ccc(OC)cc3)C2=O)cc1 (stereo unspecified),0.9,0.88,/
COC1=NS(=O)(=O)c2ccccc21,0.41,-0.01,/
[O-]/[N+](=C\c1ccncc1)c1ccc(Br)cc1,-0.24,-0.12,-12.5
CN(C)CCN(C(=O)c1ccc2c(c1)OCCO2)c1nc2ccc(Cl)cc2s1,/,/,22.2
Cc1cc(C)n2nc(C(=O)N(C)C(c3ccccc3)c3ccccc3)nc2n1,/,/,-33.3
COc1ccc(C2C=C(c3cccs3)Nc3nc(CCCO)nn32)cc1 (stereo unspecified),0.89,0.63,-83.3
CCOC(=O)CNS(=O)(=O)c1c(C)noc1C,0.49,0.52,-47.4
Cc1c(NC(=O)c2ccc(Cl)c(S(=O)(=O)N3CCOCC3)c2)c(=O)n(-c2ccccc2)n1C,0.44,1.98,60.0
Cc1cc(C)c(S(=O)(=O)NCCCn2ccnc2)c(C)c1,1.81,2.47,7.7
CCCCC(=O)Nc1ccccc1C#N,1.51,1,22.2
CCOC(=O)CSc1nc2sc3c(c2c(=O)[nH]1)CC(C)(C)OC3,0.57,0.44,-27.3
Cc1cc(-c2ccccc2)n2nc(C)c(C#N)c2n1,12.3*,5.41*,2.9

# 4 entries from above, with values ahead of the structure:
sdo1 growth	sdo1 growth Rescue 24 h	Insulin prom inh	smiles
-0.9	-0.49	-30.0	O=[N+]([O-])c1ccc(Oc2ccc(-c3cnc4ccccc4n3)cc2[N+](=O)[O-])cc1
-0.08	0.65	/	COC(=O)Cn1c(=NC(=O)c2ccc(Cl)s2)sc2cc(F)ccc21
0.22	0.63	35.7	CCCN(CCC)C(C(=O)Nc1cccc(OC)c1)c1ccccc1 (stereo unspecified)
0	-0.24	-9.1	CCN(CC)c1ccc2cc(C(=O)O)c(=O)oc2c1

# Returning to the listing, repeating the 2 entries before the break.
smiles,sdo1 growth,sdo1 growth Rescue 24 h,Insulin prom inh
CCOC(=O)CSc1nc2sc3c(c2c(=O)[nH]1)CC(C)(C)OC3,0.57,0.44,-27.3
Cc1cc(-c2ccccc2)n2nc(C)c(C#N)c2n1,12.3*,5.41*,2.9
CC(NCc1ccc2c(c1)OCO2)C(=O)NC1CCCc2ccccc21 (stereo unspecified),0.34,-0.26,10.8
O=C(O)CN(c1ccccn1)S(=O)(=O)c1ccccc1,0.25,-0.54,-13.9
CCOC(=O)CN1C(=O)c2ccccc2C1=O,-0.48,-1.21,56.2
Cn1c(/C=N/NC(=O)c2ccccc2)nc2ccccc21,1.11,1.37,34.1
CCC(C)[C@H](NC(=O)NCc1ccc(Cl)cc1)C(=O)OC (stereo partly specified),0.18,-0.19,35.7
O=C(NC(NC(=S)Nc1c(Cl)cc(Cl)cc1Cl)C(Cl)(Cl)Cl)OCc1ccccc1 (stereo unspecified),-0.78,0.68,-25.9
O=c1cc(-c2ccccc2)nc(SCc2ccccc2F)[nH]1,/,/,34.9
O=C1NN(c2ccc(F)c(Cl)c2)C(=O)/C1=C\c1cccc(OC(=O)c2cccs2)c1,-0.5,-0.95,-18.8
COC1(NC(=O)c2ccccc2)C(C)=CC(=O)C=C1C,/,/,-16.7
CCCOC(=O)c1cc(-c2ccc(C=O)o2)ccc1Cl,-0.57,-0.87,/
S=c1[nH]nc(-c2ccco2)n1Cc1ccccc1,-0.21,-0.23,-407.1
COc1ccccc1N1CCN(C(=O)CCc2ccc(S(=O)(=O)NC(C)C)cc2)CC1,-0.06,-1.11,-63.6
COc1cccc(C(C(=O)NC2CCCCC2)N(C(=O)c2ccco2)c2ccc(-n3cnnn3)c(C)c2)c1 (stereo unspecified),1.14,1.67,51.4
N#CC1=C(N)C(C#N)(C#N)[C@H](c2ccncc2)[C@H]2CN(C(=O)OCc3ccccc3)CC=C12,0.42,0.12,/
CCC(=O)Nc1ccnc(-c2cccnc2)n1,0.48,-0.13,0.0
Cc1ccc(/C=N/NC(=O)CC(=O)NCc2cccnc2)cc1,0.96,0.65,-25.0
COc1ccccc1C(=O)Nc1ccccc1N1CCOCC1,-0.04,-0.09,0.0
Cc1cc(C)c(S(=O)(=O)c2ccccc2C)c(SCC(C)C)n1,-0.93,0.45,-32.1
COc1ccccc1N1CCN(C(=O)c2cc3c(-c4ccc(Cl)cc4)nn(C)c3s2)CC1,-0.29,-0.32,/
Cn1c(=O)oc2cc(S(=O)(=O)N3CCCC(C(=O)NCc4ccc5c(c4)OCO5)C3)ccc21 (stereo unspecified),-0.4,-0.85,/
CC(c1ccccc1)n1cnc2ccccc21 (stereo unspecified),-1.1,-1.61,/
Cc1cccc(C)c1NC(=O)N1C2CCC1CC(O)(c1cccnc1)C2 (stereo unspecified),/,/,-53.3
CN(C)c1ccc(/C=N\NC(=O)c2ccc(Cn3cc(Cl)cn3)cc2)cc1,-0.02,-0.63,35.7
CC(C)Oc1cccc(C(=O)Nc2ccc(CN3CCOCC3)cc2)c1,-0.71,-0.52,61.9

# Entries above that have an NH in an aromatic ring:
smiles,sdo1 growth,sdo1 growth Rescue 24 h,Insulin prom inh
Cc1ccc(-n2c(=O)cc(N3CCCCCC3)[nH]c2=O)cc1,0.76,-0.11,/
O=C(CN1CCOCC1)Nc1ccc(-c2nc3ccccc3[nH]2)cc1,0.33,0.58,9.1
CCOC(=O)CSc1nc2sc3c(c2c(=O)[nH]1)CC(C)(C)OC3,0.57,0.44,-27.3
O=c1cc(-c2ccccc2)nc(SCc2ccccc2F)[nH]1,/,/,34.9
S=c1[nH]nc(-c2ccco2)n1Cc1ccccc1,-0.21,-0.23,-407.1

# The listing continues.
smiles,sdo1 growth,sdo1 growth Rescue 24 h,Insulin prom inh
CCCCSc1cnn(-c2ccccc2)c(=O)c1SCCCC,0.16,-0.13,33.3
CC1CCN(S(=O)(=O)c2ccc(Cl)cc2Br)CC1,-0.7,-0.21,/
[O-]/[N+](=C\c1ccc(F)cc1)c1ccccc1,-0.28,-1.06,14.3
COC(=O)CN(c1cc(C(F)(F)F)ccc1Cl)S(C)(=O)=O,2,2.1,-42.9
CCSc1nnc(NC(=O)Cc2cccc(OC)c2)s1,0.27,1.36,-3.5
Nn1c(=O)c2ccccc2n2c(SCc3ccccc3)nnc12,-0.37,-0.61,-13.9
O=C(Nc1ccccc1)NC1CCN(Cc2ccccc2)CC1,/,/,-68.4
